High-throughput results deposited in PubChem by The Scripps Research Institute Molecular Screening Center.
FBW7 act – human FBW7 E3 ligase activation, primary screen | AlphaScreen FBW7–phospho-cyclin E peptide binding, activator screen | Q969H0 | AID 1259310 | hit rate 0.13% among 650,000 | normalized activity (activation), % at 26.1 µM; in the data active means normalized activity above about 1.9%;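 further: purified mutant Fbw7 with reduced substrate affinity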
MITF inh – inhibitors of human MITF; O75030; AlphaScreen MITF homodimerization, bead proximity signal; inhibition, % at 2.6 µM; hit rate 0.91% among 650,000; in the data active means inhibition above about 50%;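 further: 0% = vehicle wells with protein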
Target sequence (O75030 whole entry, looked up): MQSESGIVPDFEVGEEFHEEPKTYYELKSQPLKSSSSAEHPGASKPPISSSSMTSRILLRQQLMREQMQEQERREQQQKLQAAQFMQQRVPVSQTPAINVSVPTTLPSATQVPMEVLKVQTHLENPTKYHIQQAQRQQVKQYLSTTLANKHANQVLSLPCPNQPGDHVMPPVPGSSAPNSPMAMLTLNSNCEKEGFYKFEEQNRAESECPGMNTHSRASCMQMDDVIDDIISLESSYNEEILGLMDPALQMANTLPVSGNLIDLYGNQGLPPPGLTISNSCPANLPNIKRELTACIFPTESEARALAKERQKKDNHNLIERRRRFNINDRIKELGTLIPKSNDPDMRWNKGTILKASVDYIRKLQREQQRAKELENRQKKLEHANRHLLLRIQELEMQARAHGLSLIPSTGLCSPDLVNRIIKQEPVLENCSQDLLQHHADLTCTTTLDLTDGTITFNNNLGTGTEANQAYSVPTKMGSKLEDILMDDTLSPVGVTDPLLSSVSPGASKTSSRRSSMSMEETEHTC
TEAD-YAP inh – TEAD-YAP interaction inhibition; HEK-TIYL cells, TEAD-Gal4/YAP UAS-luciferase luminescence; inhibition, % at 9.12 µM; hit rate 1.4% among 640,000; AID 1259422; in the data active means inhibition above about 32%;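 further: 0% = median of test compound wells and 100% = reference inhibitor wells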
GPR151 ag – activates the human receptor GPR151 | Q8TDV0 | PathHunter beta-arrestin GPR151 cells, luminescence | activation, % at 11.2 µM | hit rate 1% among 650,000 | AID 1508602; in the data active means activation above about 4.9%;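 further: 0% = median of compound wells and 100% = cells with positive control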
Target sequence (Q8TDV0 whole entry, looked up): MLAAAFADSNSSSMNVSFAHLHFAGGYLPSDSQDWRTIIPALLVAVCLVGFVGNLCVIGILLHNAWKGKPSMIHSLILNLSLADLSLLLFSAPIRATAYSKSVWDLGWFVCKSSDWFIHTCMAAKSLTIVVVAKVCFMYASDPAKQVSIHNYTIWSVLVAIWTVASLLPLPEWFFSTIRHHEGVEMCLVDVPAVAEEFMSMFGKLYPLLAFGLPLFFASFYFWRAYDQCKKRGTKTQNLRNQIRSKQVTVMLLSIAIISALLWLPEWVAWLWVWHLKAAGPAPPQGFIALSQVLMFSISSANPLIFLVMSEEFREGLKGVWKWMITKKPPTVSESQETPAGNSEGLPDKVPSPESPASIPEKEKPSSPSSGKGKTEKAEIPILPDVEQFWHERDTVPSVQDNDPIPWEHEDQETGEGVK
* hit, by the source's call; & = joins results of further samples.

SMILES | FBW7 act | MITF inh | TEAD-YAP inh | GPR151 ag
O=C(c1cccc(C(F)(F)F)c1)N1CCN(S(=O)(=O)c2ccccc2[N+](=O)[O-])CC1 | 0.3 | 5.3 | -1.6 | 1.0
Cc1ccc(-c2cccc(CN3CCN(C)C(CCO)C3)c2)o1 (stereo not given) | -0.1 | 6.0 | 0.1 | 8.8*
CC(C)OC(=O)NC(Nc1ccccc1)C(Cl)(Cl)Cl (stereo not given) | 0.0 | 1.2 | 0.6 | -0.3
O=C(CN1CCN(c2ccc(Cl)cc2)CC1)Nc1ccc(F)cc1 | 0.3 | 10.7 | 16.7 | -0.8
COC1CCC(C(=O)Nn2c(C3CC3)nc3cc(Cl)ccc3c2=O)CC1 (stereo not given) | 0.1 | 14.7 | 5.3 | 0.2
CCOC(=O)C1CCC(CN(Cc2ccc(Cl)cc2)S(=O)(=O)c2ccc(F)c(C(=O)Nc3ccc(F)c(F)c3)c2)CC1 (stereo not given) | 0.3 | -3.9 | -9.6 | 1.6
CCOC(=O)c1c(NC(=O)c2cccc(S(=O)(=O)N3CCCCC3)c2)sc2c1CCC2 | 0.6 | 15.4 | -20.0 | 0.7
O=Cc1ccc(OCc2cccc(COc3ccc(C=O)cc3[N+](=O)[O-])n2)c([N+](=O)[O-])c1 | 0.0 | -0.6 | 7.3 | 0.8
COc1ccc2c(CNCc3ccco3)c(C(=O)O)n(Cc3ccccc3F)c2c1 | -0.2 | -5.1 | 0.4 | 1.9
CCSc1nc(N)c(C#N)c(-c2ccccc2)c1C#N | 0.7 | 8.1 | -30.3 | -0.5
FC(F)(F)Oc1ccc(-c2cnc3c(N4CCOCC4)nccn23)cc1 | -0.1 | -3.7 | 2.1 | -0.5
Cc1occc1-c1nnc(SCC(=O)N2CCCCCC2)n1C | -0.2 | 4.2 | -6.7 | 0.4
COC(=O)c1ccc(C2C3=C(CC(c4ccccc4)CC3=O)Nc3ccccc3N2C(=O)CC(C)C)cc1 (stereo not given) | -0.1 | 4.6 | 2.7 | -1.5
CCC(c1c(C)[nH]oc1=O)c1c(C)[nH]oc1=O | -0.1 | 37.1 | -8.0 | 0.5
CCC(Sc1ccc2nnc(-c3ccc(OC)c(OC)c3)n2n1)C(=O)O (stereo not given) | 0.6 | 12.2 | 4.0 | -0.2
Cc1cc(C(=O)Oc2ccc(-c3cnc4ccccc4n3)cc2)ccc1[N+](=O)[O-] | 0.0 | 2.9 | 2.4 | -0.6
COc1cccc(NC(=O)CSc2nccn(-c3cccc(C)c3)c2=O)c1 | 0.3 | 20.4 | -13.6 | 1.4
COc1ccc(C2=N/C(=C\c3ccc(Cl)cc3)C(=O)O2)cc1 | 0.0 | 1.9 | -5.9 | 0.0
O=C1NC(=O)c2cc(NS(=O)(=O)c3cc(Cl)ccc3Cl)ccc21 | -0.2 | -14.0 | 3.5 | -0.2
CC1CCCC(C)N1C(=O)c1cc(-c2ccc(F)cc2)on1 (stereo not given) | 0.0 | 6.5 | -49.0 | 0.7
O=CC1=C(N2CCOCC2)/C(=C/c2ccc([N+](=O)[O-])cc2)CC1 | -0.1 | 4.1 | -0.3 | 2.6
CCS(=O)(=O)N1CCN(c2ccc(C(=O)N3CCOCC3)cc2[N+](=O)[O-])CC1 | 0.1 | 12.1 | -0.3 | 0.2
Cc1cccc(C)c1OCCN1CCOCC1 | 0.3 | 45.1 | 2.9 | -0.3
Cc1ccccc1-n1nc2c(c1NC(=O)c1ccc(S(=O)(=O)N3CCCC3)cc1)CS(=O)C2 (stereo not given) | -0.1 | 4.3 | 7.9 | 0.2
COc1cccc(C2NC(=S)NC(c3ccccc3)=C2C(C)=O)c1 (stereo not given) | -0.1 | 1.5 | 49.6* | 1.4
CC1CCc2cc(F)ccc2N1C(=O)CCN1C(=O)c2ccccc2S1(=O)=O (stereo not given) | 0.1 | -4.5 | 29.1 | -0.4
CCOc1cc(C(=O)Nc2cc(=O)n(C)c(=O)n2C)cc(OCC)c1OCC | 0.1 | 17.1 | 15.6 | 0.2
CN(C)c1ccc(C2N(O)C3CCCCC3N2O)cc1 (stereo not given) | -0.2 | -1.8 | 33.6* | -0.6
CCN(CC)S(=O)(=O)c1ccc(C(=O)C(C#N)c2nc3ccc(C)cc3c(=O)[nH]2)cc1 (stereo not given) | -0.2 | -2.7 | -8.8 | -0.7
O=C1CN(CC(=O)Nc2ccccc2C(F)(F)F)CCN1 | -0.1 | 13.6 | -2.8 | 0.8
O=C(Cn1c(=O)oc2cc(S(=O)(=O)N3CCCCC3)ccc21)NC1CCCCCC1 | -0.2 | -6.9 | 12.3 | 0.4
CCOc1ccc(C2CC(=O)NC(SCC(=O)Nc3ccc(C)c(C)c3)=C2C#N)cc1 (stereo not given) | 0.1 | 28.1 | 7.8 | -1.1
Cc1ccc([N+](=O)[O-])c(OCCCCNCCN2CCOCC2)c1 | 0.3 | 30.0 | -5.6 | 2.4
COc1ccccc1C1C2=C(CC(C)(C)CC2=O)N(C)C2=C1C(=O)CC(C)(C)C2 | 0.0 | 3.6 | -0.7 | 0.7
O=C1OC(c2cccc3ccccc23)=N/C1=C/c1cccc(Br)c1 | 0.0 | 14.1 | -1.4 | 1.2
CC(C(=O)Nc1ccc(F)c(F)c1F)N1CCN(c2ccccc2O)CC1 (stereo not given) | -0.2 | -6.7 | -3.9 | 0.3
COc1ccc(C2CC(C(F)(F)F)n3nc(C(=O)Nc4ccc(C)cc4)cc3N2)cc1OC (stereo not given) | -0.1 | 1.7 | 0.6 | -0.1
Cc1ccc(/C=C2\N=C(c3ccccc3F)OC2=O)o1 | -0.1 | 8.8 | 1.6 | 2.7
Cc1c(Cl)cccc1NC(=O)CCN1C(=O)c2ccc([N+](=O)[O-])cc2C1=O | 0.0 | -0.2 | 4.5 | 1.1
COCCNC(=O)C(OC(=O)CC1Sc2ccccc2NC1=O)c1ccccc1 (stereo not given) | -0.1 | -9.3 | -0.5 | -1.2
CC(=O)N[C@@H](CC(C)C)C(=O)NCC1Cc2cc(-c3ccccc3C(C)=O)ccc2O1 (stereo not given in full) | -0.3 | 4.3 | 1.4 | -1.1
O=S(=O)(/N=C(\Nc1cccc(O)c1)c1ccccc1)c1ccc(Cl)cc1 | 0.0 | 1.5 | -11.0 | -0.3
COc1cccc(CN2C[C@@H]3C[C@@H](c4ccc(-n5cccn5)cc4C)N4CCC[C@@]34C2=O)c1 | 0.0 | 19.3 | 0.0 | -1.7
Cc1cnc(Nc2ccc(C(F)(F)F)cc2)nc1NCc1ccccc1 | -0.1 | 7.4 | 3.1 | -0.4
O=C(c1ccccc1)c1cc(Cl)ccc1NC(=O)C1CC=CCC1C(=O)O (stereo not given) | 0.3 | 13.5 | 7.3 | 0.3
Fc1ccccc1N=c1oc2ccc(Br)cc2cc1-c1nc2ccccc2[nH]1 | -0.1 | -3.2 | -24.3 | 0.8
O=[N+]([O-])c1ccccc1S(=O)(=O)N1CCN(Cc2ccncc2)CC1 | -0.2 | 75.9* | -2.6 | 0.2
CCOc1cc(/C=N/NC(=O)c2cc(-c3cccc(OC)c3)n[nH]2)ccc1O | 0.1 | 9.0 | -13.0 | 2.4
CC(C)(C)NC(=O)COC(=O)c1cccc(I)c1 | 0.0 | 4.8 | 8.1 | -2.1
CCC(C(=O)N1CCCCCC1)n1nc(C)n2c(cc3sccc32)c1=O (stereo not given) | -0.2 | 9.5 | 2.0 | -0.5
Cc1ccsc1/C=C1\SC(=S)N(CCS(=O)(=O)O)C1=O | 0.1 | -11.8 | -3.2 | -8.1
COc1ccc(S(=O)(=O)N(CCc2ccccc2)CC(=O)N2CCCCCC2)cc1 | 0.5 | 4.3 | 3.4 | 1.9
O=C(CNC(=O)c1ccccc1)N/N=C/c1ccc(Br)cc1O | -0.7 | 29.2 | 12.6 | 1.4
O=C(NCCOc1ccccc1)c1ccc2nc(Nc3ccc(-n4ccnc4)cc3)sc2c1 | 0.4 | 18.9 | 7.1 | 1.5
Cc1ccn2cc(-c3ccc(NC(=O)c4ccc(Cl)cc4)cc3)nc2n1 | -0.1 | 5.4 | -1.1 | -0.2
CCN(CC)C(=O)C1CCCN(Cc2cc(Br)c(O)c(OC)c2)C1 (stereo not given) | 0.1 | 38.2 | 3.1 | 1.0
CCC(C)C(NS(=O)(=O)c1ccc(C)cc1)C(=O)NCCC1=CCCCC1 (stereo not given) | -0.1 | 2.4 | -9.8 | -0.9
CCOc1cc2c(C(=O)OC)c(C)oc2cc1Br | 0.5 | -8.8 | 2.6 | -2.2
CCOC(=O)c1oc2cc(O)c(CC)cc2c(=O)c1-c1ccc2c(c1)OCO2 | 0.1 | 3.4 | -2.8 | 0.4
COc1ccc(C2NC(=O)NC(C)=C2C(=O)OC2CCCCC2)cc1OC (stereo not given) | 0.0 | -6.3 | -7.2 | 0.7
The list goes on:
SMILES | FBW7 act | MITF inh | TEAD-YAP inh | GPR151 ag
O=C(Nc1c(Cl)cccc1NC(=O)c1ccccc1Br)c1ccccc1 | 0.1 | 11.8 | -3.9 | 0.3
O=C(CN1CCC(C(=O)NCc2ccncc2)CC1)Nc1ccc(F)cc1 | 0.2 | -10.6 | -4.3 | -1.6
Cc1ccc(NC(=O)Nc2sc3c(c2C(N)=O)CCC3)cc1 | -0.1 | 4.5 | -42.9 | 0.3
COc1ccc(OC)c(C2CC(c3ccc(C)cc3)=NN2C(=O)CCCC(=O)O)c1 (stereo not given) | 1.1 | 14.0 | -12.0 | 0.0
COCCOC(=O)C1=C(C)NC2=C(C(=O)CCC2)C1c1ccc(C)cc1 (stereo not given) | 0.0&0.2 | 1.1&-7.7 | 5.6&-3.5 | 0.4&1.2
O=C(CN1C(=O)c2ccccc2C1=O)Nc1nc(-c2nc3ccccc3s2)cs1 | 0.1 | 3.1 | -53.0 | 1.7
CC(=O)C1=C(O)C(=O)N(CC#N)C1c1ccc(O)cc1 (stereo not given) | -0.1 | 2.3 | 7.5 | 0.6
Oc1ccccc1N1CCN(CC(O)COC2CCCc3ccccc32)CC1 (stereo not given) | -0.2 | 47.9 | 1.9 | 2.7
CCOC(=O)N1CCN(C(=O)c2cn(-c3ccc(OCC)cc3)c(=O)c3cc(OC)c(OC)cc23)CC1 | 0.1 | -1.9 | 9.7 | 0.1
O=C(COc1ccccc1)Oc1ccc(Cl)cc1C(=O)Nc1ccc([N+](=O)[O-])cc1Cl | -0.1 | -9.4 | -55.1 | 0.2
C=CCN1C=CC=C/C1=C1\SC(=S)N(C)C1=O | 0.0 | 12.6 | 6.8 | 0.2
Cc1ccc(OCC(=O)N/N=C/c2ccccc2Br)cc1 | -0.1 | -4.6 | -7.9 | 0.2
CCOc1ccc2nc(NC(=O)c3ccc(S(=O)(=O)N4CCc5ccccc54)cc3)sc2c1 | -0.1 | -1.8 | -1.2 | 0.1
CCCC(=O)Nc1ccc(C(=O)NCC(=O)OCC)cc1 | -0.1 | -9.3 | -1.2 | 1.1
O=C(N1N=C(c2c(-c3ccccc3)c3cc(Br)ccc3[nH]c2=O)CC1c1ccccc1)C12CC3CC(CC(C3)C1)C2 (stereo not given) | 0.0 | 10.1 | 6.5 | 0.3
Cc1ccccc1NC(=O)CCS(=O)(=O)c1ccc(Br)s1 | 0.1 | 12.7 | 10.9 | 0.4
O=C(C1CCCCC1)N1CCC[C@H]1Cn1nc(-c2ccc3c(c2)OCCO3)ccc1=O | 0.1 | -14.4 | -1.4 | 1.1
Cc1cc(=O)oc2c3c(ccc12)OC(=O)/C3=C\c1ccc(Br)cc1 | 0.1 | 8.3 | 1.9 | 0.9
O=C(Nc1ccccc1)c1cnc(-c2ccc(N3CCOCC3)nc2)s1 | 0.4 | 6.9 | -6.7 | -1.2
COC(=O)c1cc2ccccc2n1S(=O)(=O)c1ccccc1 | -0.1 | -10.1 | -9.7 | -1.1

As a short view, some entries already given:
SMILES | FBW7 act | MITF inh | TEAD-YAP inh | GPR151 ag
CCOC(=O)N1CCN(C(=O)c2cn(-c3ccc(OCC)cc3)c(=O)c3cc(OC)c(OC)cc23)CC1 | 0.1 | -1.9 | 9.7 | 0.1
O=C(COc1ccccc1)Oc1ccc(Cl)cc1C(=O)Nc1ccc([N+](=O)[O-])cc1Cl | -0.1 | -9.4 | -55.1 | 0.2
C=CCN1C=CC=C/C1=C1\SC(=S)N(C)C1=O | 0.0 | 12.6 | 6.8 | 0.2
Cc1ccc(OCC(=O)N/N=C/c2ccccc2Br)cc1 | -0.1 | -4.6 | -7.9 | 0.2

Next part:
SMILES | FBW7 act | MITF inh | TEAD-YAP inh | GPR151 ag
O=C(Nc1cc(C(F)(F)F)ccc1Cl)C1COc2ccccc2O1 (stereo not given) | 0.0 | 2.3 | -18.5 | 0.0
CCCCc1ccc(-c2nc3ccccc3c(=O)o2)cc1 | 0.2 | 2.6 | -17.2 | -8.5
COc1ccccc1OCC(=O)Nc1ccc(-c2nc3cc4ccccc4cc3[nH]2)cc1 | 0.0 | -8.0 | -79.5 | 1.1
CC1CCCC(C)N1C(=O)c1ccccc1C(=O)O (stereo not given) | 0.1 | -10.5 | -1.7 | -1.6
O=C(CSc1nnc(NC2CCCCC2)s1)NCCc1ccccc1 | 0.2 | -12.6 | 3.4 | -0.1
CCOC(=O)COc1ccc2c(c1)C(=O)CC1(CCCCC1)O2 | 0.1 | -1.4 | -6.2 | 0.7
